RXFP1 antagonist – RXFP1 (human) relaxin receptor antagonism; HEK293-RXFP1, relaxin-stimulated cAMP HTRF, 30 min; hits give low values; activity change, negative = inhibition, % at 57.5 µM; 350,000 tested, 0.59% active; AID 1259400;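 active = activity change of -60% or lower, but not beyond a set lower limit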; note: % is set by controls: 0 for no effect and ±100 for the full control effect
Target sequence (Q9HBX9 whole entry, looked up): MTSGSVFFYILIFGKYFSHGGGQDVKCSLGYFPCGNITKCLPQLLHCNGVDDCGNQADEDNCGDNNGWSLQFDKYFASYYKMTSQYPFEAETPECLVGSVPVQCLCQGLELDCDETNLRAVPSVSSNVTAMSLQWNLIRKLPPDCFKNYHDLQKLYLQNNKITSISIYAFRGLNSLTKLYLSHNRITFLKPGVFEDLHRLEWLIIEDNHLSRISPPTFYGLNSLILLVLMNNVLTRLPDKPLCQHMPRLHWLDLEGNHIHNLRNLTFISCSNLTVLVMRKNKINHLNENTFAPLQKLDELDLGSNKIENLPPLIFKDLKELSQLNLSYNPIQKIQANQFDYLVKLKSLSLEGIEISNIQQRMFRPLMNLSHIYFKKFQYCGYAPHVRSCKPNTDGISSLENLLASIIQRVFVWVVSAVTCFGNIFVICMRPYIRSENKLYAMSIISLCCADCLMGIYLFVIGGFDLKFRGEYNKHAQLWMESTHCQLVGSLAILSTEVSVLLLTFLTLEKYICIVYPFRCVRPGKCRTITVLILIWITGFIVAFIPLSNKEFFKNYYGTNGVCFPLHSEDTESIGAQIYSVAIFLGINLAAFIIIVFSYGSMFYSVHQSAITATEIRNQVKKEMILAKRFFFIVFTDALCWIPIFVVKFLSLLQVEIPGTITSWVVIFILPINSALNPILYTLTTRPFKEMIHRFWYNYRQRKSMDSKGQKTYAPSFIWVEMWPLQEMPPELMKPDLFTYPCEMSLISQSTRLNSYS
D1 antag – blocks dopamine activation of the human D1 receptor | P21728 | HEK293 TREx D1 cells, calcium flux, dopamine EC80; hits give low values | activity change, negative = inhibition, % at 10 µM | 360,000 tested, 3.2% active | AID 504652; in the data active = activity change below about -30%; note: % is set by controls: 0 for no effect and ±100 for the full control effect
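Kinetic fluorescence of a calcium dye serves as the read-out. D1-expressing Hek293 Trex cells, induced overnight at 30 C, are exposed to compound for 180 s before an EC80 dopamine addition, then read 180 s further.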
RXFP1 agonist – RXFP1 (human) receptor agonism; AID 2676; Potency, µM (titrated, usually from 57.5 µM), for inactives: at the highest dose activation, hits mostly activators; HEK293T-RXFP1 cAMP TR-FRET, 30 min; response scale: percent of porcine relaxin response, buffer zero; 370,000 tested, 0.3% active; active = well fitted activation curve with a large enough effect; note: potency is the fitted concentration of half-maximal effect; % is set by controls: 0 for no effect and ±100 for the full control effect; nearly all actives have a fitted effect of over 60% in size; many of its hits are not listed in these tables
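HEK293 cells stably expressing RXFP1, treated 30 min at 37C with compounds plus PDE4 inhibitor Ro 20174; cAMP measured by HTRF TR-FRET. Normalized to buffer and 29 nM porcine relaxin; EC50 by Hill fit.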
D2 ag – D2 dopamine receptor (human) agonism; HEK293 T-REx D2 cells, calcium flux agonist mode; activation, % at 2 µM; 340,000 tested, 0.53% active; AID 485358;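 active = activation over 3 SD above normal in the single-dose calcium agonist read, cut at about 30% in these data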; note: 0% is about no effect
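Agonism is scored from calcium flux in a force-coupled, inducible HEK293 cell line expressing D2, read kinetically for 180 s after compound addition against dopamine controls.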
D1 agonist – activates the human D1 dopamine receptor; P21728; HEK293 T-REx D1 cells, calcium flux, agonist mode; activation, % at 2 µM; 360,000 tested, 1% active; AID 504660; in the data active = activation above about 30%; note: 0% is about no effect
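Tetracycline-induced HEK293 TREx D1 cells, force-coupled to calcium signalling, were dye-loaded with a no-wash calcium kit. Compound was pin-added after a 10 s baseline. Fluorescence was read kinetically at 1 cycle/s for 180 s, with calcium rises flagged as agonism.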
D2 PAM – D2 dopamine receptor (human) potentiation; AID 485347; 340,000 tested, 0.34% active; P14416; HEK293 T-REx D2, calcium flux, EC20 dopamine potentiation; potentiation, % at 10 µM;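 active = potentiation over 3 SD above the plate norm, cut at about 30% in these data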; note: 0% is about no effect
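Tetracycline-induced HEK293 T-REx cells force-coupled to calcium signalling expressed D2; compounds were pin-added after a 10 s baseline, read kinetically 180 s, then an EC20 dopamine challenge followed with a further 180 s calcium read.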
TRHR PAM – allosterically enhances the human TRH receptor. P34981. TRHR cells, fluo-8 calcium fluorescence, EC20 TRH enhancement. enhancement, % at 2 µM. 360,000 tested, 0.66% active. AID 493056; in the data active = enhancement above about 30%; note: 0% is about no effect
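Enhancer read-out: after compound pinning and an initial kinetic agonist-mode read, an EC20 of TRH (10 nM final) was injected and fluo-8 calcium signal (Ex 480/Em 530) followed at 1 s/cycle for 100 cycles in TRHR-expressing cells.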
D1 PAM – human D1 dopamine receptor positive modulation | 360,000 tested, 0.036% active | AID 504651 | P21728 | potentiation, % at 10 µM | HEK293 TREx D1 cells, calcium flux, dopamine EC20 potentiation; in the data active = potentiation above about 30%; note: 0% is about no effect
D2 antag – antagonizes the human D2 dopamine receptor; P14416; HEK293 TREx D2 cells, calcium flux, dopamine EC80; inhibition, % at 10 µM; 340,000 tested, 2% active; in the data active = inhibition above about 30%; note: 0% is about no effect
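Tetracycline-induced HEK293 TREx cells expressing D2 receptor forced-coupled to calcium signalling, loaded with no-wash calcium dye. Compounds added and calcium flux read 180 s, then dopamine added at EC80 and read a further 180 s.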
An asterisk follows results filed as active; . = no result given.

SMILES	RXFP1 antagonist	D1 antag	RXFP1 agonist	D2 ag	D1 agonist	D2 PAM	TRHR PAM	D1 PAM	D2 antag
COc1ccc(C(=O)N2c3ccccc3C(=O)OC2c2ccc3c(c2)OCO3)cc1 (configuration not stated)	-1.9	-1.9	-3.1%	-1.5	2.8	-1.8	1.6	-3.4	-1.8
CC1(C)OC(=O)C(C(c2ccccc2)C(C#N)C(N)=O)=C(O)O1 (configuration not stated)	6.7	0.6	0.0%	0.2	3.6	-0.4	13.4	-2.1	5.4
CC(=O)Nc1ccc(S(=O)(=O)NCCC(=O)OCc2ccccc2F)cc1	1.3	-0.9	0.0%	-0.3	6.0	-5.3	0.6	-5.8	0.4
O=C1/C(=C/c2ccccc2)SC(=S)N1C1CCS(=O)(=O)C1 (configuration not stated)	-5.1	-46.4*	2.7%	0.6	9.8	2.8	-2.3	-11.4	-2.7
COc1cc(S(=O)(=O)n2ccnc2C(C)C)ccc1Br	.	1.2	1.7%	-0.5	-0.4	-5.0	6.2	-1.9	.
Cc1ccc(-n2ncc(C(=O)NCc3ccco3)c2C2CCN(C(=O)OC(C)(C)C)CC2)cc1	-38.0	6.4	-1.4%	-0.2	-0.3	4.9	-1.0	-9.9	.
O=C(NCc1ccc(F)cc1)C(c1ccco1)N(C(=O)c1csnn1)C1CC1 (configuration not stated)	23.4	2.2	0.7%	.	-0.1	17.1	2.2	3.6	.
O=C1CSC(c2nn(-c3ccccc3)cc2-c2cc3ccccc3oc2=O)N1Cc1ccco1 (configuration not stated)	16.1	4.3	2.2%	-0.8	4.9	3.0	17.9	0.6	12.8
O=C(NC(C(=O)c1ccccc1)n1c(=O)cc[nH]c1=S)c1ccccc1 (configuration not stated)	6.4	-9.4	0.1%	-1.0	3.1	8.8	2.0	-2.3	-5.7
CCCCNc1oc(-c2ccc(OC)cc2)nc1S(=O)(=O)c1ccccc1	9.9	15.3	-0.7%	0.2	0.8	12.2	-5.4	-3.6	-13.8
CC1CCN(C(=O)C(=O)c2cn(CC(=O)N3CCCC3)c3ccccc23)CC1	8.6	-29.5	0.0%	0.9	-0.2	-2.4	-1.3	1.6	12.8
O=C(COC(=O)c1ccc(F)cc1Cl)NCc1ccco1	5.3	1.6	0.0%	-0.5	4.6	-5.2	-0.7	-4.4	-1.5
Cc1nn(C)c(C)c1NS(=O)(=O)c1ccccc1	-15.7	17.4	2.2%	-0.1	0.6	13.3	7.2	-5.5	-26.7
COc1ccc(N2C(=O)C3CCCN3C2=S)cc1 (configuration not stated)	7.4	-4.2	0.7%	6.7	-0.1	.	-0.2	-12.0	-0.4
COc1ccc(NC(=S)NCC(O)c2ccccc2)c(OC)c1 (configuration not stated)	10.8	9.5	1.1%	-0.3	1.4	6.7	6.6	6.2	-3.6
CN=C(Nc1cc(C)nn1CCC#N)c1ccccc1F	-4.4	-0.1	3.3%	0.2	3.1	1.8	3.8	-7.2	-29.5
CC(=O)c1ccc(OC(C)C)c(CSc2nc(O)cc(=O)[nH]2)c1	-11.7	-9.2	-0.2%	-0.1	2.4	-1.7	10.4	-0.3	0.7
C[C@H](NC(=O)c1cc2c(cn1)[nH]c1ccccc12)C(=O)O	-18.6	-2.0	5.1%	-0.4	2.9	-0.3	-5.2	-5.8	9.1
C#Cc1ccc([C@@H]2C=C(C(=O)OCC=C)O[C@H](OCc3ccc(CO)cc3)C2)cc1	.	-15.5	0.2%	-0.3	-1.1	-4.4	18.5	0.9	-6.1
O=C(CCNS(=O)(=O)c1ccc(Cl)cc1)N1CCCC1	2.0	2.6	-0.2%	0.3	-0.4	13.0	4.9	4.7	-4.8
CC(=O)NCc1ccc(C(=O)CSc2nnc(-c3ccncc3)n2Cc2ccccc2)o1	-0.3	2.0	1.3%	.	1.2	.	2.6	-4.4	.
CC1(C)CC2CC(C)(CN2S(=O)(=O)c2ccc(C(=O)Nc3ccc(S(=O)(=O)N4CCOCC4)cc3)cc2)C1 (configuration not stated)	-14.7	22.0	-1.4%	1.8	4.7	13.6	-6.2	2.6	-3.6
CCOc1ccc(C(=O)N2CCC(c3nnc(-c4ccccc4OC)o3)CC2)cc1	-19.3	-3.9	0.1%	-1.3	0.3	14.2	-0.7	-1.9	.
Cc1ccc(C)c(N2CCN(C(=O)C3CCCN(S(=O)(=O)c4cnc[nH]4)C3)CC2)c1 (configuration not stated)	.	24.6	1.3%	.	4.6	.	1.9	.	.
COc1ccc(C(=O)Nc2ccccc2)cc1S(=O)(=O)Nc1ccc(Br)cc1	-9.5	-7.9	0.5%	-0.4	4.0	-1.8	2.0	-1.6	.
CCC1CCCCN1S(=O)(=O)c1ccc(C(=O)Nc2nnc(C3CC3)o2)cc1 (configuration not stated)	-13.3	-16.5	-2.0%	-0.6	1.0	-2.5	-1.4	0.3	1.4
COc1ccc(C2CC(=O)Nc3c2c(C)nn3-c2nncc(-c3ccccc3)n2)c(OC)c1OC (configuration not stated)	-5.3	-11.5	0.1%	-1.4	6.2	-14.0	-3.5	-2.8	.
COc1ccc(NC(=O)c2ccc3c(c2)C(=O)N(Cc2cccnc2)C3=O)cc1	-3.5	-13.0	-0.4%	1.3	6.1	.	-2.0	0.2	-3.1
Cc1cccc(N2CCN(S(C)(=O)=O)CC2)c1C	5.8	3.3	0.6%	-0.2	0.4	4.2	-0.8	2.5	-0.6
Cc1ccccc1N1CC(C(=O)Nc2ccc(S(=O)(=O)N3CCCCC3)cc2)CC1=O (configuration not stated)	-18.7	-10.5	0.9%	-0.1	4.5	2.5	34.8*	-1.7	-16.0
Cc1ccc(CNC(=O)C2CCN(S(=O)(=O)N3CCCC3)CC2)cc1	-4.7	-1.1	2.0%	0.3	-0.1	-6.3	2.0	1.5	17.8
Cc1ccccc1Cn1c2ccccc2c2cn[nH]c(=O)c21	-7.3	5.3	0.9%	.	0.4	0.5	2.7	3.4	.
COc1cc(/C=C/c2ccc3cccc(O)c3n2)cc(Cl)c1OC	-9.7	2.5	-3.9%	0.2	7.7	6.0	6.6	-6.6	1.8
Cc1cc(S(=O)(=O)Nc2cc3c(cc2Cl)n(C)c(=O)c(=O)n3C)ccc1F	-16.3	-2.6	14.7%	-1.3	-0.9	0.6	-0.8	2.7	.
COc1ccccc1C(=O)Nc1ccc(N2CCN(Cc3ccccc3)CC2)cc1	-10.4	-14.7	0.0%	3.7	-3.2	4.6	1.3	-8.3	-8.5
COc1ccc(N2CCN(C(=O)CCc3ccc(S(=O)(=O)NC(C)(C)C)cc3)CC2)cc1	-3.6	-7.6	-3.2%	.	2.4	.	6.2	-10.0	.
COc1ccc(CNC(=O)c2ccc(Cn3cc(Br)cn3)o2)cc1	2.8	-2.5	0.2%	-0.7	3.3	-8.8	-4.6	-4.8	15.4
O=C(COC(=O)Cc1cccs1)Nc1cccc(S(=O)(=O)N2CCOCC2)c1	12.5	1.1	-0.4%	0.0	5.1	0.8	3.7	-9.8	9.8
COc1ccc(NC(=O)CC2Oc3ccccc3NC2=O)cc1 (configuration not stated)	.	-40.2*	-0.2%	-0.1	0.5	-1.3	2.3	-15.8	9.5
Cc1csc(NC(=O)CSc2ccc3nnc(CCNS(=O)(=O)c4ccccc4)n3n2)n1	2.7	-6.4	-0.2%	0.7	-1.1	-3.1	-8.9	-10.2	25.3
O=C(c1ccc2ncsc2c1)N1CCN(c2cccc(C(F)(F)F)c2)CC1	-6.9	-4.6	-0.3%	-1.5	9.7	-0.3	-16.6	0.6	27.6
CCCCN(CCCC)S(=O)(=O)c1ccc(NC(=O)c2c(-c3ccccc3)noc2C)cc1	-10.0	-1.8	-2.9%	2.7	12.1	-7.6	2.7	-4.2	.
O=c1c2[nH]c3cccc(Cl)c3c2ncn1CCN1CCCCC1	-5.1	3.1	0.4%	0.7	4.5	-2.5	-2.3	1.6	2.0
CCOc1ccc(CCNC(=O)COC(=O)c2cc(OC)cc(OC)c2)cc1OCC	-7.0	5.7	3.3%	1.9	0.7	6.1	-0.4	1.4	4.5
COc1ccc(Cl)cc1C(=O)NCCCn1ccnc1	16.1	2.7	-1.7%	1.4	1.9	-12.4	-4.5	-1.2	2.3
O=C(CCl)NC(Cc1ccccc1)c1ccccc1 (configuration not stated)	-5.9	-13.7	1.1%	-0.2	4.5	10.0	3.5	-2.5	17.0
CC(C)NC(=O)c1ccc(N(Cc2ccccc2)S(C)(=O)=O)cc1	1.6	-5.7	6.0%	.	0.9	-2.3	2.2	-2.0	.
O=C(CSc1nc(N2CCOCC2)nc(N2CCOCC2)n1)Nc1ccc([N+](=O)[O-])cc1	-9.3	-0.7	-0.8%	0.6	11.0	8.1	-2.9	-4.0	-3.3
Cc1ccc(C(=O)NC2CCCCCCC2)cc1S(=O)(=O)N1CCOCC1	-9.7	-17.2	-0.1%	0.8	0.0	8.1	2.6	-5.8	-11.2
COc1ccccc1NC(=O)CN(c1ccccc1C)S(C)(=O)=O	4.0	3.2	0.3%	-0.3	2.6	0.6	-1.7	-9.9	3.1
CSC(=NCc1cccnc1)NS(=O)(=O)c1cccs1	-13.1	-5.8	-0.6%	0.0	-0.3	-11.3	-4.2	-7.8	8.5
CCOC(=O)c1cccc(NC(=O)CSc2nc3cc4ccccc4cc3[nH]2)c1	-13.0	-1.5	2.4%	-0.1	2.3	8.9	11.2	-5.6	.
Cn1nnnc1SCCNCC#Cc1ccccc1	11.5	-11.1	3.0%	-0.3	0.5	-5.7	8.4	-4.0	-9.4
NC(=O)CC(NC(=O)c1ccccc1)c1ccc(N2CCN(c3ccc(F)cc3)CC2)c([N+](=O)[O-])c1 (configuration not stated)	.	2.5	-2.2%	0.3	-0.3	5.6	2.0	-4.0	7.2

Record cards (already shown):
CCOc1ccc(CCNC(=O)COC(=O)c2cc(OC)cc(OC)c2)cc1OCC across the screens: RXFP1 antagonist: -7.0; D1 antag: 5.7; RXFP1 agonist: 3.3%; D2 ag: 1.9; D1 agonist: 0.7; D2 PAM: 6.1; TRHR PAM: -0.4; D1 PAM: 1.4; D2 antag: 4.5
CC(C)NC(=O)c1ccc(N(Cc2ccccc2)S(C)(=O)=O)cc1 across the screens: RXFP1 antagonist: 1.6; D1 antag: -5.7; RXFP1 agonist: 6.0%; D2 ag: .; D1 agonist: 0.9; D2 PAM: -2.3; TRHR PAM: 2.2; D1 PAM: -2.0; D2 antag: .
Cn1nnnc1SCCNCC#Cc1ccccc1 across the screens: RXFP1 antagonist: 11.5; D1 antag: -11.1; RXFP1 agonist: 3.0%; D2 ag: -0.3; D1 agonist: 0.5; D2 PAM: -5.7; TRHR PAM: 8.4; D1 PAM: -4.0; D2 antag: -9.4

Source: PubChem (National Center for Advancing Translational Sciences (NCATS))

An excerpt; count on the stated rates, not on these rows.
